Screening data from PubChem.
BAZ2B inh: qHTS Assay for Inhibitors of BAZ2B; Bromodomain adjacent to zinc finger domain protein 2B (Homo sapiens), Q9UIF8; AlphaScreen BAZ2B-H3K14Ac peptide displacement; Potency, µM (doses to about 114 µM), for the others: top-dose activity change, negative = inhibition, most hits filed as inhibitors; 360,000 compounds, 4.4% hits; also: % is scaled to controls: 0 for no effect and ±100 for the full control effect; nearly all actives have a fitted effect of over 60% in size
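AlphaScreen displacement of biotin-H3(5-23)K14Ac peptide (50 nM final) from BAZ2B (50 nM final) in PBS pH 7.4, 0.01% Tween-20; complex preformed 30 min RT, then compounds (top 110 uM) 30 min RT, beads 20 min dark.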
Pol kappa inh: qHTS for Inhibitors of Polymerase Kappa. AID 588579, 2011. Potency, µM (doses to about 107 µM), for inactives: top-dose activity, negative = inhibition, actives largely listed as inhibitors. purified Pol kappa, fluorescent DNA synthesis assay, 10 min. 400,000 compounds, 0.53% hits; also: % is scaled to controls: 0 for no effect and ±100 for the full control effect
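Pol kappa 10 nM + cpd, 15 min RT; start w/ substrate 50 nM final; fluorescence kinetic read, 0 and 10 min. Neg ctrl: buffer, no enzyme.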
BLM helicase inh: qHTS Assay for Inhibitors of Bloom's syndrome helicase (BLM) | RecQ-like DNA helicase BLM (Homo sapiens), P54132 | recombinant BLM DNA unwinding, fluorescence dequenching | Potency, µM (series often up to 56.1 µM), for inactives: at the highest dose activity change, negative = inhibition, most hits filed as inhibitors | 350,000 compounds, 0.2% hits | AID 2528, 2010;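 also: plate controls were vehicle for no effect and no enzyme for full effect; nearly all actives have a fitted effect of over 35% in size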
Pol beta inh: qHTS Assay for Inhibitors of DNA Polymerase Beta. 340,000 compounds, 1.3% hits. Pol beta primer extension/strand displacement, fluorescence kinetic. Potency, µM (series often up to 114 µM), inactives show at the top dose activity change, negative = inhibition, actives largely listed as inhibitors; also: % is scaled to controls: 0 for no effect and ±100 for the full control effect
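Preincubation: enzyme (10 nM) with compound, 15 min, RT. Reaction: substrate added to 50 nM final. Reads: 0 and 10 min. Analysis: normalized, Hill fit.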
APEX1 inh: qHTS Assay for Inhibitors of the Human Apurinic/apyrimidinic Endonuclease 1 (APE1). DNA repair nuclease/redox regulator APEX1 (Homo sapiens), P27695. recombinant APE1, TAMRA/BHQ-2 abasic DNA cleavage fluorescence. Potency, µM (doses to about 65.8 µM), for inactives: at the top dose activity change, negative = inhibition, hits mostly inhibitors. 350,000 compounds, 0.35% hits. AID 2517, 2012;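 also: plate controls were vehicle for no effect and reference inhibitor for full effect; nearly all actives have a fitted effect of over 55% in size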
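Incision of a quenched TAMRA/BHQ-2 THF abasic-site duplex (50 nM) by 0.75 nM APE1, after 15 min compound preincubation, measured as fluorescence increase over three 60 s reads. Values normalized to buffer, DMSO and NSC13755 control wells.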
POLH inh: qHTS for Inhibitors of Polymerase Eta. Potency, µM (doses to about 114 µM), inactives show at the highest dose activity change, negative = inhibition, most hits filed as inhibitors. 390,000 compounds, 1.2% hits. recombinant Pol eta, fluorescent DNA replication assay. DNA polymerase eta (Homo sapiens), Q9Y253; also: % is scaled to controls: 0 for no effect and ±100 for the full control effect
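Fluorescent replication assay: 50 nM final substrate added after a 15 min room-temperature compound preincubation with 10 nM enzyme. Signal taken at 0 min and again at 10 min.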
G9a block: qHTS Assay for Inhibitors of Histone Lysine Methyltransferase G9a. Histone-lysine N-methyltransferase EHMT2 (Homo sapiens), Q96KQ7. G9a H3K9 monomethylation, AlphaScreen, 2 h. Potency, µM (series often up to 102 µM), for the others: at the top dose activity, negative = inhibition, actives largely listed as inhibitors. 350,000 compounds, 8.8% hits. AID 504332, 2011; also: % is scaled to controls: 0 for no effect and ±100 for the full control effect; nearly all actives have a fitted effect of over 75% in size
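Compounds were preincubated with 20 nM G9a for 15 min, after which biotinylated H3K9 peptide (500 nM) and SAM (20 uM) started a 2 h room-temperature reaction. Monomethylated product was quantified by antibody-based AlphaScreen chemiluminescence.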
Pol iota inh: qHTS for Inhibitors of Polymerase Iota; DNA polymerase iota (Homo sapiens), Q9UNA4; Pol iota fluorescent replication assay, 10 min; Potency, µM (doses to about 115 µM), without a hit: at the highest dose activity, negative = inhibition, hits mostly inhibitors; 390,000 compounds, 1% hits
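Fluorescent replication assay read twice, at 0 min and 10 min after adding 50 nM (final) substrate. Enzyme (10 nM) and compounds were first incubated 15 min at room temperature; enzyme-free buffer wells were negative controls.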
JMJD2A Tudor inh: qHTS Assay for Inhibitors of JMJD2A-Tudor Domain; Lysine-specific demethylase 4A (Homo sapiens), O75164; AlphaScreen JMJD2A-Tudor / H3K4me3 peptide binding; Potency, µM (top dose mostly 114 µM), inactives show top-dose activity change, negative = inhibition, usual class: inhibitors; 390,000 compounds, 4.4% hits; AID 504339, 2011; also: % is scaled to controls: 0 for no effect and ±100 for the full control effect; nearly all actives have a fitted effect of over 50% in size
Active calls of the source: *; ? = inconclusive; nt = not tested or not shown; & = joins results of further samples; [ ] = remark or other dose. Calls follow the shape of the dose curve; as a rule, active = well fitted curve in the direction sought with a large enough effect; inconclusive = small, poorly fitted or top-dose-only effect, or another doubt; inactive = no such curve, though single readings can be large; an effect the other way counts as inactive or inconclusive. Potency is read from the fitted curve at half-maximal effect. The list is partial; the hit share may differ from the screen's.

Preview, 2 compounds:
molecule	BAZ2B inh	Pol kappa inh	BLM helicase inh	Pol beta inh	APEX1 inh	POLH inh	G9a block	Pol iota inh	JMJD2A Tudor inh
Nc1cc(=O)[nH]c(SCC(=O)Nc2cccnc2Cl)n1	3%	1%	-3%	47%	-7%	-13%	25%	111%[activator]	-4%
CC(=O)OCn1nnc2ccccc2c1=O	-1%	-12%	-10%	38%	0%	-20%	7%[59 µM]	-4%	4%

Results, from the start:
molecule	BAZ2B inh	Pol kappa inh	BLM helicase inh	Pol beta inh	APEX1 inh	POLH inh	G9a block	Pol iota inh	JMJD2A Tudor inh
Nc1cc(=O)[nH]c(SCC(=O)Nc2cccnc2Cl)n1	3%	1%	-3%	47%	-7%	-13%	25%	111%[activator]	-4%
CC(=O)OCn1nnc2ccccc2c1=O	-1%	-12%	-10%	38%	0%	-20%	7%[59 µM]	-4%	4%
Cc1sc(NC(=O)c2c(F)cccc2F)nc1-c1ccccc1	0%	-7%	-8%	-2%	-12%	-12%	nt	-19%	-22%
Cc1cc(NC(=O)c2ccc(Cl)cc2Cl)no1	-8%	-12%	-7%	18%	7%	0%	9%[59 µM]	1%	0%
COC(=O)CSc1nsc(SCC(=O)OC)n1	-26%	-8%	2%	2%	0%	-4%	-16%[59 µM]	30%	-12%
COc1ccc(C(=O)Nc2nncs2)cc1S(=O)(=O)N1CCOCC1	10%	-6%	5%	20%	28%	-6%	56µM*	-23%	-12%
Cc1nnc(SCc2cc(=O)n3c(C)cccc3n2)s1	6%	1%[60.1 µM]	0%	-1%	nt	9%	-2%[59 µM]	28%	12%
CCc1ccc(S(=O)(=O)n2ccnc2)cc1	-13%	1%	0%	4%	nt	-3%	1%[59 µM]	32%[activator]	-16%

(further entries)
molecule	BAZ2B inh	Pol kappa inh	BLM helicase inh	Pol beta inh	APEX1 inh	POLH inh	G9a block	Pol iota inh	JMJD2A Tudor inh
O=C(CN1CCN(S(=O)(=O)c2ccccc2F)CC1)Nc1ccccc1C(=O)c1ccccc1	-13%	0%	-7%	31%	0%	-13%	-20%	1%	-34%
COc1cccc(-n2cc(C(=O)NCc3ccc(C)cc3)c3ccccc3c2=O)c1	-3%	1%	-2%	7%	nt	-20%	12%[59 µM]	22%	4%
CCOc1cccc(NC(=O)C2CC(=O)N(C)C(=Nc3cccc(F)c3)S2)c1 (stereo not given)	12%	-12%	-14%	2%	-5%	-18%	31%[12.7 µM]	31%[activator]	-11%
COC(=O)c1ccc2c(=O)n(-c3ccccc3F)c(=S)[nH]c2c1	22%	-7%	-1%	21%	4%	-7%	65%[activator]	11%	-10%
O=C(O)c1cc2n(n1)C(C(F)(F)F)CC(c1ccco1)N2 (stereo not given)	-38%	-11%	-9%	-2%	0%	?	-4%[59 µM]	14%	-11%
CN(C)c1cccc2c(S(=O)(=O)N3CCOCC3)cccc12	-1%	3%	-6%	0%	-5%	-6%	-8%[12.7 µM]	?	-2%[11.4 µM]
N#CCC(=O)Nc1ccc(C(=O)OCC(=O)Nc2ccccc2-c2ccccc2)cc1	-34%	-5%	-7%	3%	-6%	-17%	4%	89%[activator]	-10%
Cc1ccc(C(=O)C2=C(O)C(=O)N(Cc3ccco3)C2c2cccc(Br)c2)o1 (stereo not given)	?	-2%	-7%	79µM*	43%	-6%	?	103%[activator]	?

(next part)
molecule	BAZ2B inh	Pol kappa inh	BLM helicase inh	Pol beta inh	APEX1 inh	POLH inh	G9a block	Pol iota inh	JMJD2A Tudor inh
CCc1ccc(NC(=O)CN2C(C(=O)OC)=C(c3ccccc3)c3ccccc3S2(=O)=O)cc1	-6%	-3%	-14%	11%	nt	-8%	-30%[59 µM]	0%	-5%
C=CCO/N=C/C1=C(O)C(C(=O)OC)C(C)(C)CC1=O (stereo not given)	40µM*	-9%	-3%	-21%	1%	-8%	16µM*	29%	79µM*
CCOC(=O)C1CCN(C(=O)C(C)Sc2nnc3ccccn23)CC1 (stereo not given)	nt	2%	nt	nt	-2%	?	nt	11%	-6%
O=C(c1ccccc1)N(Cc1ccccc1)c1ccccn1	31%	0%	-1%	20%	0%	-6%	-9%[59 µM]	18%	0%
CC(=O)c1cc(Cc2csc(C(C)=O)c2)cs1	1%	-15%	-8%	20%	-1%	5%	-1%[59 µM]	-12%	-3%
O=C(CN1C(=O)NC2(CCCC2)C1=O)Nc1nc(-c2ccc(F)cc2)cs1	-2%	-12%	-1%	-5%	-2%	2%	-17%[59 µM]	4%	-12%[57.1 µM]
COc1cccc2c1ncc1c(-c3ccc(C)cc3)nn(-c3cccc([N+](=O)[O-])c3)c12	2%	-4%[60.1 µM]	-11%	10%	nt	-13%	53%[activator][59 µM]	5%	-18%
CSC1=C(C#N)C(=O)NC(c2ccccc2O)S1 (stereo not given)	?	4%	0%	12%	7%	-2%	-105%[59 µM]	106%[activator]	-9%

(more compounds)
molecule	BAZ2B inh	Pol kappa inh	BLM helicase inh	Pol beta inh	APEX1 inh	POLH inh	G9a block	Pol iota inh	JMJD2A Tudor inh
O=C(CNC(=O)c1ccccc1F)OCCCOC(=O)CNC(=O)c1ccccc1F	-6%	-5%	nt	nt	-3%	-3%	-4%	16%	-12%
CS(=O)(=O)Nc1ccc(C2=NN(C(=O)c3ccco3)C(c3ccc(F)cc3)C2)cc1 (stereo not given)	nt	-5%	2%	-8%	9%	-12%	?	-30%	-19%
CC(C)N(C(=O)CSc1nnc(Cc2csc(Nc3ccccc3)n2)o1)C(C)C	?	3%	-10%	9%	-10%	-24%	-31%	16%	?
COc1ccc2cc(-c3cccnc3)ncc2c1	-38%	-6%	nt	nt	4%	-4%	-34%[0.501 µM]	6%	-18%
CCc1cccc(NC(=O)CN(C)S(=O)(=O)c2ccc3c(c2)n(C)c(=O)c(=O)n3C)c1	4%	-7%	-2%	-2%	nt	-16%	-4%[59 µM]	25%	3%
COc1ccc(N(CC(=O)N2CCN(Cc3ccccc3)CC2)S(C)(=O)=O)cc1OC	-4%	-1%	4%	41%	-13%	5%	nt	3%	1%
CCn1cc(CCCC(=O)NCc2cccnc2)c2ccccc21	-3%	-5%[60.1 µM]	-5%	9%	18%	-2%	16%	-10%	-24%
Cn1c(=O)cc(SCC(=O)NCCCN2CCOCC2)c2ccc(Cl)cc21	-5%	-9%	-13%	17%	10%	4%	-6%[12.7 µM]	3%	-12%

Next compounds:
molecule	BAZ2B inh	Pol kappa inh	BLM helicase inh	Pol beta inh	APEX1 inh	POLH inh	G9a block	Pol iota inh	JMJD2A Tudor inh
Fc1ccccc1N1CCN(c2ncnc3c2nc2n3CCCC2)CC1	-9%	-2%	0%	9%	nt	-16%	-5%[59 µM]	8%	-14%
COc1cc2c(cc1OC)C(COc1ccc3c(C)cc(=O)oc3c1)N(C(=O)c1cccc(C)c1)CC2 (stereo not given)	1%	-3%	-11%	26%	nt	-8%	-3%[59 µM]	-6%	-12%
COc1ccc(NC(=O)CNC(=O)C23CC4CC(CC(C4)C2)C3)c(OC)c1	5%	-2%	nt	nt	3%	-2%	-20%	-1%	-25%
COC(=O)c1c(NC(=O)COC(=O)c2ccccn2)sc(C)c1C	-4%	-15%	nt	nt	-4%	1%	-50%	4%	-15%
O=C(CCN1C(=O)C2C3CC(C(Br)C3Br)C2C1=O)OCC(=O)c1cccc([N+](=O)[O-])c1 (stereo not given)	-10%	0%	1%	4%	-8%	-15%	18%	7%	-14%
COc1ccc(-c2nc3c(c(SCC(=O)N4CCOCC4)n2)Cc2c(CO)cnc(C)c2O3)cc1	12%	-8%	-8%	16%	4%	-2%	88%[activator][59 µM]	4%	-35%
COc1ccc(C)cc1S(=O)(=O)Nc1cccc(Cl)c1	6%	-14%	-9%	8%	2%	-19%	-3%[12.7 µM]	2%	2%
O=c1/c(=C/c2ccccn2)sc2nc3ccccc3n12	2%	-12%	-8%	?	-2%	?	50µM*	49%[activator]	?

(list continues)
molecule	BAZ2B inh	Pol kappa inh	BLM helicase inh	Pol beta inh	APEX1 inh	POLH inh	G9a block	Pol iota inh	JMJD2A Tudor inh
CCOc1nc(-c2ccccc2)ccc1-c1noc(COc2ccccc2)n1	48%[activator]	-1%	-5%	0%	0%	-12%	104%[activator]	7%	65%[activator]
CC(C)C[C@@H](COc1ccccc1)N1CCN(CCc2ccccc2)CCC1=O	-36%	3%&-12%	-6%	3%	-21%	-17%	?	21%&6%	-33%
CCOc1ccc(CN2C(=O)c3ccccc3Sc3ccc(C(=O)NCc4ccco4)cc32)cc1	nt	-8%	-10%	4%	nt	-20%	-24%[59 µM]	2%	-18%
COc1cc(Cl)c(C)cc1NC(=O)COC(=O)/C=C/c1c(C)nn(C2CCS(=O)(=O)C2)c1Cl (stereo not given)	-38%	-15%	-1%	49%	-4%	-17%	8%	7%	-10%
Cc1cc(/C=C2\C(=N)N3N=C(S(C)(=O)=O)SC3=NC2=O)c(C)n1Cc1ccccc1	-37%	-8%	-18%	?	?	35µM*	45µM*	?	?
CC(C)(C)c1nn(-c2ccccc2)c2nc(Cl)c(C=O)cc12	10%	13%	-1%	9%	-3%	-12%	1%[59 µM]	34%[activator]	5%
Cc1cccc(NC(=O)COC(=O)c2cccs2)c1C	1%	-1%	1%	5%	-5%[12.4 µM]	2%	27%[59 µM]	5%	-4%
CC(C)(C)C(=O)Nc1sc2c(c1-c1nc3ccccc3[nH]1)CCCC2	9%	-8%	-10%	?	-9%	-3%	-39%[12.7 µM]	12%	-4%
CN1CCc2c(sc(NC(=O)c3ccc(C(=O)c4ccccc4)cc3)c2C(N)=O)C1	-21%	-22%	-10%	5%	5%	9%	?	25%	-7%
